aGal spleen mod – alpha-galactosidase A (human) modulation; human spleen homogenate, 4MU-alpha-Gal fluorescence, 40 min; Potency, µM (doses to about 80 µM), for inactives: at the top dose activity change, negative = inhibition, most hits filed as inhibitors; 240,000 tested, 0.008% active; AID 2107;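 also: 0% = enzyme with vehicle and -100% = no enzyme basal signal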
Target sequence (P06280 32-429 limits assumed): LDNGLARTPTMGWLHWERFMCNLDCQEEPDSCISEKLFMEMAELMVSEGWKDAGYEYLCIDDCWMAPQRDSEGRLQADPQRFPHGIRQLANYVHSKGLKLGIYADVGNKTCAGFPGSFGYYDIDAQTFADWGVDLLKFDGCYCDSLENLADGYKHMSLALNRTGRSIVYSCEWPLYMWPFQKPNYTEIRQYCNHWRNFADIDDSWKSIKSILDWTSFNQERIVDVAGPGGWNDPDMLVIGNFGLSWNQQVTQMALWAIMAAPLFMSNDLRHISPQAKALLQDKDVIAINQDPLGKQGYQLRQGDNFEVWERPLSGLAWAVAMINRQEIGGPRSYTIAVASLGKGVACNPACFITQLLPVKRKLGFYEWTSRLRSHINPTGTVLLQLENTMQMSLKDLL
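Human spleen homogenate (1 ug) was the enzyme source, with 4-methylumbelliferyl-alpha-D-galactopyranoside (1 mM final) in pH 5.0 citrate buffer with 0.01% Tween-20. Compounds were titrated; after 40 min at 37C, NaOH/glycine stop, 4-MU fluorescence read; AC50 from Hill fits.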
Tau fibril ThT – tau fibrillization inhibition (ThT binding); P10636; recombinant tau K18 P301L, heparin-induced fibrillization, ThT fluorescence; Potency, µM (highest dose often 57.4 µM), inactives show at the highest dose activity, negative = inhibition, usual class: inhibitors; 270,000 tested, 2.1% active; AID 1460; also: % is scaled to controls: 0 for no effect and ±100 for the full control effect; nearly all actives have a fitted effect of over 55% in size
Target sequence (P10636 561-689 P618L limits assumed): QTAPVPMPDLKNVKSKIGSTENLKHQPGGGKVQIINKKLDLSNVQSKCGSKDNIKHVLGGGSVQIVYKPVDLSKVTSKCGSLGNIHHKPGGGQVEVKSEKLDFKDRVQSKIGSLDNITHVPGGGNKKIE
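Aggregation was driven by heparin (20 uM final) acting on recombinant tau […] bearing P301L in 100 mM sodium acetate pH 7; fibrils were detected with Thioflavin T.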
GAA inhib – alpha-glucosidase (human) inhibition; P10253; purified human GAA, 4-MU-alpha-glucoside fluorescence; Potency, µM (titrated, usually from 76.9 µM), for the others: top-dose activity change, negative = inhibition, hits mostly inhibitors; 200,000 tested, 0.005% active;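 also: plate controls were uninhibited enzyme wells for no effect and no-enzyme background for full effect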
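Read-out is 4-methylumbelliferone fluorescence (Ex 365/Em 440 nm) after NaOH/glycine stop at pH 10. Enzyme 4 nM, substrate 400 uM, pH 5.0 citrate buffer, 20 min room temperature; AC50 from Hill-equation concentration-response.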
Tau fibril FP – inhibitors of human tau fibril formation | K18 P301L tau heparin fibrillization, Alexa594 FP, 6 h | 280,000 tested, 0.39% active | AID 1468 | Potency, µM (series often up to 57.7 µM), without a hit: at the highest dose activity, negative = inhibition, hits mostly inhibitors; also: % is scaled to controls: 0 for no effect and ±100 for the full control effect; nearly all actives have a fitted effect of over 55% in size
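Steps: dispense K18 P301L tau (15 uM plus 0.24 uM Alexa 594 tracer, final) in pH 7 sodium acetate; add compound; add heparin (20 uM final); incubate 6 hr, 37 C; add ThT (30 uM final); after 1 hr ambient, read FP.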
aGlu spleen mod – inhibits or activates alpha-glucosidase in human spleen homogenate; human spleen homogenate, 4-MU-alpha-glucoside fluorescence; Potency, µM (doses to about 79.9 µM), without a hit: at the top dose activity change, negative = inhibition, hits mostly inhibitors; 240,000 tested, 0.006% active; P10253;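 also: 0% = enzyme with vehicle and -100% = no enzyme basal signal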
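Compounds were titrated against alpha-glucosidase in spleen homogenate at pH 5.0, with 1 mM 4-methylumbelliferyl substrate for 40 min at 37 C. Reactions were quenched with pH 10 NaOH/glycine and fluorescence measured.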
HTT ATP protect – Huntington cell model cytoprotection by ATP luminescence | 230,000 tested, 0.14% active | PC12 HTT-Q103 induced, cytoprotection, ATP luminescence, 40 h | Potency, µM (top dose mostly 56.4 µM), inactives show cytoprotection (ATP increase), actives largely listed as activators;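 also: % of control where 0% means no effect; nearly all actives have a fitted effect of over 45% in size; toxic huntingtin expression switched on by the ecdysone agonist tebufenozide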
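PC12 cells stably carrying ecdysone-inducible Htt exon 1 (Q103)–GFP were induced with 100 nM tebufenozide (final) alongside library compounds in a dose series. Cytoprotection was scored as retained ATP by ATPlite luminescence.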
Tau fluor cs – counter-screen for tau fibril formation inhibitors; tau K18 P301L Alexa594 fluorescence, heparin fibrillization; Potency, µM (series often up to 57.7 µM), for inactives: top-dose activity change, negative = decrease; 280,000 tested, 0.93% active; AID 1463; also: % is scaled to controls: 0 for no effect and ±100 for the full control effect; nearly all actives have a fitted effect of over 55% in size
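Human tau K18 P301L (15 uM unlabeled, 0.24 uM Alexa 594-labeled) in 100 mM sodium acetate pH 7 with 20 uM heparin, 6 hr at 37 C. ThT 30 uM added, 1 hr ambient; Alexa 594 FP and total fluorescence read at 555/632 nm.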
GAA glycogen – alters human alpha-glucosidase cleavage of glycogen | recombinant GAA, glycogen substrate, Amplex Red glucose oxidase fluorescence | AID 2100 | Potency, µM (titrated, usually from 76.4 µM), for the others: at the top dose activity change, negative = inhibition, usual class: inhibitors | P10253 | 300,000 tested, 0.38% active;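 also: 0% = full enzyme reaction and -100% = no-enzyme basal signal; the screen sought inhibitors and activators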
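Recombinant human enzyme (4 nM); glycogen substrate; 37 C, 40 min, pH 5.0. Readout: coupled glucose oxidase/Amplex Red fluorescence.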
* marks the source's active call; other numbers are inactive results; ? = inconclusive; . = not tested or not shown; & = joins results of further samples; [ ] = dose if it differs, or a comment. Calls follow the shape of the dose curve; as a rule, active = well fitted curve in the direction sought with a large enough effect; inconclusive = small, poorly fitted or top-dose-only effect, or another doubt; inactive = no such curve, though single readings can be large; an effect the other way counts as inactive or inconclusive. Potency is read from the fitted curve at half-maximal effect.

The first three compounds as a preview:
SMILES | aGal spleen mod | Tau fibril ThT | GAA inhib | Tau fibril FP | aGlu spleen mod | HTT ATP protect | Tau fluor cs | GAA glycogen
COC(=O)C1=C(N)N(c2ccc(F)cc2)C2=C(C(=O)CCC2)C1c1ccc2c(c1)OCO2 (stereo unspecified) | 6% | -2% | -3% | 1% | 12% | -15% | -3% | 3%
CCCC1Cc2c(sc(NC(=S)NC(=O)c3ccccc3)c2C#N)CO1 (stereo unspecified) | -7% | ? | 1% | 6% | -5% | 6%[10 µM] | -17% | 12%
c1cnc2ccc3ncccc3c2c1 | 18% | ? | . | 0% | 12% | 30%[10 µM] | -24% | -12%

All compounds of this part, from the first entry:
SMILES | aGal spleen mod | Tau fibril ThT | GAA inhib | Tau fibril FP | aGlu spleen mod | HTT ATP protect | Tau fluor cs | GAA glycogen
COC(=O)C1=C(N)N(c2ccc(F)cc2)C2=C(C(=O)CCC2)C1c1ccc2c(c1)OCO2 (stereo unspecified) | 6% | -2% | -3% | 1% | 12% | -15% | -3% | 3%
CCCC1Cc2c(sc(NC(=S)NC(=O)c3ccccc3)c2C#N)CO1 (stereo unspecified) | -7% | ? | 1% | 6% | -5% | 6%[10 µM] | -17% | 12%
c1cnc2ccc3ncccc3c2c1 | 18% | ? | . | 0% | 12% | 30%[10 µM] | -24% | -12%
O=C(O)c1ccc(N2CCCCC2)cc1O | -1% | -15% | . | 3% | 0% | 14%[10 µM] | -9% | -11%
Cc1ccc(-n2c(O)c(C=Nc3cc(C)on3)c3ccccc3c2=O)c(C)c1 | 3% | -13% | ? | -8% | -1% | -31%[10 µM] | -23% | -7%
O=C(CSCc1ccccc1)N/N=C/c1ccccc1OCc1ccccc1 | -1% | ? | -6% | ? | -6% | -9% | -14% | -5%
CC(=O)c1cccc(NC(=S)NC(=O)CC(C)C)c1 | 4% | -7% | -2% | 16% | 1% | 21% | -2% | -1%
COc1ccc(/C=C/C(=O)N[C@H](C(=O)O)C(C)C)cc1 | -5% | -6% | 2% | 2% | 3% | -63% | -6% | -2%
O=C(Cc1ccccc1)N/N=C/c1cc2c(cc1Cl)OCO2 | -4% | -9% | 2% | -4% | -7% | . | -11% | -7%
C=CCOc1cccc(C2/C(=C(/O)c3ccc(F)cc3)C(=O)C(=O)N2CCN2CCOCC2)c1 (stereo unspecified) | -2% | -14% | -1% | -4% | -10% | -27% | -8% | -5%
O=C(O)CSc1nc(-c2cccs2)cc(C(F)(F)F)n1 | 2% | -2% | 7% | 1% | 4% | . | -5% | 3%
CCCc1sc(N)nc1-c1ccc(Cl)cc1 | 2% | -13% | -1% | 9% | 0% | -41%[10 µM] | -30% | -6%
Cn1cnc2c(NC3CCCC3)ncnc21 | 21%&14% | -1%&-6% | . | -6%&-2% | 8%&7% | -13% | 1%&-7% | .
COc1ccc(-c2cc(C(F)(F)F)nc(NCc3cccs3)n2)cc1 | 2% | -8% | -3% | ? | 3% | . | -26% | -1%
O=C(NNS(=O)(=O)c1ccccc1)C(O)(c1ccccc1)c1ccccc1 | 7% | -15% | -2% | 0% | 5% | 27%[10 µM] | -17% | 0%
Cc1cc(OCC(=O)N(C(C)C)C(C)C)ccc1Cl | -2% | -4% | -2% | 4% | 3% | . | -7% | 10%
COCC(C)N=C1NN=C(c2ccc(NC(C)=O)cc2)CS1 (stereo unspecified) | -4% | ? | 0% | -13% | 5% | 5%[10 µM] | -10% | -8%
O=C1CCCC(O)=C1C=NCc1ccccc1 | 5% | 3% | -8% | -6% | 1% | -20% | 1% | 14%
OC(CNCCc1ccccc1)COc1ccc(OCC(O)CNCCc2ccccc2)cc1 (stereo unspecified) | 0% | -4% | . | 1% | -1% | -27%[10 µM] | -10% | 1%
O=C(c1ccccc1)N1CCN(c2ccc([N+](=O)[O-])c(NCc3cccnc3)c2)CC1 | -21% | 16µM* | -7% | 4% | -15% | 22%[10 µM] | -8% | 15%
Cc1ccc2c(c1)N(CC(=O)c1cccc(Cl)c1)C(=O)C(C)O2 (stereo unspecified) | -3% | -13% | 0% | -10% | -4% | -26%[10 µM] | -18% | 3%
O=C(Nc1nc2c(s1)C(=O)CCC2)c1ccccc1 | -3% | -4% | 0% | -3% | -9% | -39%[inhibitor] | -3% | -1%
O=[N+]([O-])c1ccccc1/C=N/N1CCN(c2ccccn2)CC1 | -9% | ? | -1% | 5% | -6% | -2% | -19% | -15%
CCn1c(=O)c(C)nn2c3ccccc3nc12 | 6% | -6% | 2% | 1% | -1% | -5% | 4% | -8%
O=C(O)C1C2C=CC3(CN(Cc4ccco4)C(=O)C13)O2 (stereo unspecified) | 14% | -15% | 2%[15.4 µM] | -12% | -8% | 6% | -8% | -7%
Cc1cc(C)c(Cn2c3ccccc3c3cnn(CC(=O)NCc4cccs4)c(=O)c32)c(C)c1 | . | 5% | . | -3% | . | . | -3% | -4%[76.3 µM]
COc1cc(C)ccc1OCCOCCOc1ccc([N+](=O)[O-])cc1 | -9% | -7% | -13% | 2% | -1% | 35%[0.074 µM] | -8% | 11%
O=C(CCN1CCN(CCO)CC1)Nc1ccc(F)c(F)c1 | 3% | -2% | 7% | -1% | 6% | 20% | 3% | 2%
CCN(CC)CCCNC(=O)c1cc2c(=O)n(C)c3ccccc3c2n1C | -2% | -7% | -2% | 1% | -1% | -15% | 0% | -8%
COc1cc(NC(=O)c2cc3sccc3n2C)cc(OC)c1 | -6% | ? | -11% | -6% | -9% | -41%[10 µM] | ? | -3%
N#Cc1ccsc1NC(=O)CCc1ccccc1 | 0% | -16% | 8% | 10% | 0% | -39%[inhibitor] | -17% | 4%
Cc1c(C(=O)O)[nH]c2c1C(=O)CC(c1ccccc1)C2 (stereo unspecified) | 4% | -1% | -2% | -8% | -5% | -10%[0.074 µM] | -2% | 3%
CCOC(=O)C1(Cc2ccccc2)CCN(Cc2cn[nH]c2-c2ccccc2)CC1 | 0% | -3% | -12% | 3% | 0% | 1%[10 µM] | 1% | -14%
COc1ccc(-c2nnc(CSc3nnc(-c4ccncc4)n3C3CCCCC3)o2)cc1OC | -11% | -5% | 5% | 11% | -4% | -13% | 4% | -9%
CN(C)CCCN1C(=O)C(=O)/C(=C(/O)c2ccc3c(c2)OCCO3)C1c1ccco1 (stereo unspecified) | 1% | -1% | 5% | -1% | 1% | -3%[0.074 µM] | 0% | -3%
Cc1cc(C)c2ccc3c(C)c(C)nc3c2[nH]1 | -5% | -12% | ? | 1% | . | -47%[inhibitor] | -9% | 7%
CC(=O)N/C(=C\c1ccccc1)C(=O)NC(C)C(=O)O (stereo unspecified) | 1% | -4% | . | -3% | -14% | 43%[10 µM] | 2% | -7%
Nc1nc2nccc(-c3ccc(Cl)cc3)n2n1 | ? | 0% | ? | 3% | 27% | -110%[inhibitor][0.074 µM] | 0% | 11%
Cc1ccccc1CSc1nc2cccnc2n1Cc1ccc(C(=O)NCCc2cccs2)cc1 | . | -4% | . | -4% | . | . | -25% | -7%[76.3 µM]
COc1ccc(CCNC(=O)C2CC(=O)N(c3ccc(C(C)(C)C)cc3)C2)cc1OC (stereo unspecified) | 4% | -5% | -1% | 3% | 11% | -1% | -11% | -8%
CCC(C)NCC(=O)Nc1sc2c(c1C(N)=O)CCC2 (stereo unspecified) | 8% | -13% | 1% | -9% | -13% | -9% | -5% | -21%
O=C(CCCNC(=O)/C(=C\c1ccccc1F)NC(=O)c1ccccc1)OCc1ccccc1 | -7% | -10% | -3% | 1% | -7% | 2% | -2% | 1%
Cc1cc(/C=N/NC(=O)c2cccc([N+](=O)[O-])c2)c(C)n1-c1ccccc1 | -15% | ? | 7% | ? | -3% | 23%[10 µM] | ? | -5%
Cc1nn2c(SCC(=O)c3cccs3)cc(C(C)(C)C)nc2c1-c1ccccc1 | 1% | -8% | -1% | -8% | -4% | 34%[10 µM] | ? | -11%
CCOc1cc(N2CCOCC2)c(OCC)cc1NC(=O)COC(=O)c1cc2ccccc2cc1O | -6% | -2% | 7% | 10% | -6% | -9%[10 µM] | -10% | -4%
CC(C)c1ccc(C2c3c(-c4ccccc4O)n[nH]c3C(=O)N2Cc2ccncc2)cc1 (stereo unspecified) | . | -5% | . | -3% | . | . | -24% | 1%[76.3 µM]
CNCCCc1[nH]nc(N)c1C#N | 4% | -3% | -3% | -3% | -3% | -19%[10 µM] | -5% | 2%
COc1ccc(Cl)cc1NC(=O)NCc1noc2ccccc12 | . | -3% | . | ? | . | . | ? | 11%[76.3 µM]
CC1(C)CC2(CC(C)(C)N1)OC(=O)N1CCc3ccccc3C12C (stereo unspecified) | -5% | -12% | -1% | 4% | -4% | 2%[10 µM] | -6% | 3%
CCOc1ccccc1NC(=O)Cn1cnc2sc(C)c(S(=O)(=O)N3CCC(C)CC3)c2c1=O | . | -1% | . | -6% | . | . | -21% | 9%[76.3 µM]
COc1cccc(NC(=O)CN(c2cccc(OC)c2)S(C)(=O)=O)c1 | 3% | -3% | 1% | -3% | 2% | -21%[10 µM] | -10% | -10%
Brc1csc2ncccc12 | 0% | -8% | . | -5% | 0% | 20%[10 µM] | -4% | 5%
Oc1ccc(-c2nccc(-c3cccs3)n2)cc1 | 17% | ? | 1% | 3% | -18% | -27% | ? | 0%
CC1(C)Cc2c(c(N3CCCCC3)[nH]c(=S)c2C#N)CS1 | -2% | 1% | -12% | 1% | -5% | 3% | 7% | 1%
Cn1cc(CCC(=O)NCc2ccc3c(c2)OCO3)c2ccccc21 | -3% | -21% | 0% | -14% | -2% | -12% | -21% | 3%
COC(=O)N/N=C/c1cn(CCCOc2ccc(C)cc2)c2ccccc12 | 0% | ? | -11% | 6% | -8% | -31%[0.074 µM] | ? | -1%

Screening results: PubChem, National Center for Advancing Translational Sciences (NCATS)
